Pyk2 oligo antag = antagonists of Pyk2 self-association, primary screen, Q293 cells, FERM NanoBiT luminescence, HTS; Protein-tyrosine kinase 2-beta (Homo sapiens), Q14289; stronger effect = lower value; z-score (the deposit names both 25 µM and 10 µM); 99,000 compounds, 0.83% hits; AID 1347419, 2020;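 active = Z-score of -3 or lower, scaled per plate to the spread of control and sample wells; inactive = z-score above -3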;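 note: negative z-score means lost luminescence so less FERM oligomerization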
CYP2C19 act = human CYP2C19 activators, primary screen, biochemical, luminescence | activation factor at 5 µM | recombinant CYP2C19, luciferin-H EGE luminescence; stronger effect = higher value; 0 = fully inhibited enzyme, 1 = untreated enzyme | Cytochrome P450 2C19 (Homo sapiens), P33261 | 96,000 tested, under 10 active;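 active = activation factor of at least 2 at 5 µM in the primary screen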;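 note: 0 = wells with 2.5 mM tranylcypromine and 1 = vehicle-only wells; values of inactives mirror those of a sister screen read the other way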
Target sequence (P33261 whole entry, looked up): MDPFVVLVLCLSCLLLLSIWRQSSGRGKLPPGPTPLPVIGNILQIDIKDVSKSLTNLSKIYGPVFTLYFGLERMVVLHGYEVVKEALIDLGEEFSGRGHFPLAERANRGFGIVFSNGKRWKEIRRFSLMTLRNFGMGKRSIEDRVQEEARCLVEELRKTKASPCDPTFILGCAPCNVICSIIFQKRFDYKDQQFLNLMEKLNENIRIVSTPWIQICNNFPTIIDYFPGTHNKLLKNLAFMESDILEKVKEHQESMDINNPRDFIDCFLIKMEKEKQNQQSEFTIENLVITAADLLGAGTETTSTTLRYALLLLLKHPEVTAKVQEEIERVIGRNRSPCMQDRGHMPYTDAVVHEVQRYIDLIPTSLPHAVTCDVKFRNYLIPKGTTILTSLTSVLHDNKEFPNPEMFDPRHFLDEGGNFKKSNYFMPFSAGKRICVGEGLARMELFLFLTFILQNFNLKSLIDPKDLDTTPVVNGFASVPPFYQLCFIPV
EphB4 antag = EphB4-ephrin-B2 interaction antagonists, primary screen, biochemical, TNYL-RAW peptide probe, fluorescence polarization. EphB4 LBD / TNYL-RAW-Alexa532 peptide. 97,000 compounds, 0.15% hits. AID 720, 2007. inhibition, % at 7 µM. Ephrin type-B receptor 4 (Homo sapiens), P54760;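 active = inhibition above the screen-wide mean inhibition plus 3 SD, cut at about 15% in these data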;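 note: 0% = DMSO wells and 100% = excess unlabeled TNYL-RAW peptide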
CYP2C9 inhib = blockers of cytochrome P450 2C9 activity – biochemical, luminescence, ADME assay, primary screen; CYP2C9 Supersomes, luciferin-H conversion; inhibition, % at 5 µM; 96,000 compounds, 20% hits; AID 777, 2007;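 active = blocking of liver enzyme CYP2C9 beyond about 50% at 5 µM, limit read from the data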; note: values of inactives mirror those of a sister screen read the other way
CYP2C19 inh = blockers of cytochrome P450 2C19 activity – biochemical, luminescence, ADME assay, primary screen; CYP2C19 Supersomes, luciferin-H EGE luminescence, 30 min; inhibition, % at 5 µM; 96,000 compounds, 21% hits;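 active = CYP2C19 inhibition above a set limit at 5 µM in the primary screen, cut at about 50% in these data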;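 note: plate controls were negative control wells for no effect and 2.5 mM tranylcypromine positive control for full effect; values of inactives mirror those of a sister screen read the other way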
CYP2C9 act = human CYP2C9 activators, primary screen, biochemical, luminescence. Cytochrome P450 2C9 (Homo sapiens), P11712. recombinant CYP2C9, luciferin-H conversion; stronger effect = higher value; factor 1 = untreated enzyme, 0 = blocked. activation factor at 5 µM. 96,000 compounds, 1.4% hits;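 active = activation factor of 2 or more for CYP2C9 at a 5 µM dose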;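 note: 0 = sulfaphenazole-blocked wells and 1 = vehicle-only wells; values of inactives mirror those of a sister screen read the other way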
E coli WT exp = growth inhibitors of wild-type E. coli, primary screen, strain BW25113, expanded library, OD600; OD600 absorbance; growth inhibition, % at 100 µM; 98,000 compounds, 0.15% hits;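 active = growth inhibition above about 50% at one test dose, limit read from the data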;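 note: growth measured after 20 h incubation at 37 °C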
PLAP act = PLAP enzyme activators, biochemical, luminescence, HTS; purified PLAP enzyme, luminescent substrate read-out; stronger effect = higher value; activation fold at 20 µM; 96,000 compounds, 1.2% hits; AID 696, 2007; in the data active = activation fold above about 2
PostGolgi yeast = phenotypic screen on post-Golgi transport, primary screen. post-Golgi transport phenotypic cell assay. inhibition, % at 10 µM. 98,000 compounds, 0.9% hits. AID 739, 2007; in the data active = inhibition above about 30%;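 note: yeast cells grown in 1536-well plates; yeast grown about 18 h at 30C before absorbance read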
* hit, by the source's call; . = not tested or not shown. Some of the compounds tested (hit frequency here may not be typical).

1: CCN(CC)c1ccc(N=Cc2c(O)n(-c3cc(OC)ccc3OC)c(=O)[nH]c2=O)cc1
2: CCN1CCN(Cc2cc(OC)c(OC)cc2[N+](=O)[O-])CC1
3: O=c1cccc2n1CC1CC2CN(c2ncnc3c2cnn3-c2ccc(Cl)cc2)C1 (stereo not drawn)
4: COc1ccc(C(CC(=O)N2CCC3(CC2)OCCO3)NS(=O)(=O)c2ccc(F)cc2)cc1 (stereo not drawn)
5: CN(C)C1=NC(N(C)C)=NP(N(C)C)(N(C)C)=N1
6: CCOP(=S)(OCC)c1ccc(N(C)C)cc1
7: CC1=NN(c2ccccc2)C(=O)/C1=C/c1c(O)[nH]c(=S)[nH]c1=O
8: Cc1ccc(S(=O)(=O)N2CN3CCN(C3)C2)cc1
Assay by compound,1,2,3,4,5,6,7,8
PostGolgi yeast,-13,1,.,-1,16,-8,-5,1
E coli WT exp,-8,1,.,-1,5,9,-4,0
CYP2C9 inhib,.,-10,12,7,1,38,30,9
CYP2C19 act,.,1.1,1.1,1,1.1,0.9,0.9,1
Pyk2 oligo antag,-1.6,.,0.59,0.26,-0.19,0.56,-1.5,0.69
CYP2C19 inh,.,-14,-15,1,-7,14,5,-2
EphB4 antag,-11,-11,.,-4,-1,3,-9,-2
CYP2C9 act,.,1.1,0.9,0.9,1,0.6,0.7,0.9
PLAP act,.,1.1,1.5,1,0.9,0.9,1,0.8

9: CCCCNC(=O)Nc1ccc(C(O)(C(=O)OCC)C(F)(F)F)cc1 (stereo not drawn)
10: COc1ccccc1CN1CCN(C(=O)COc2cccc(C)c2)CC1
11: Clc1ccc(C2N3CCCN23)c(Cl)c1 (stereo not drawn)
12: O=C(O)c1cc2ccccc2oc1=O
13: c1ccc(C(OCCN2CCNCC2)c2ccccc2)cc1
14: O=c1c2ccccc2nc(N2CCCC2)n1-c1ccc(Cl)cc1
15: CC1=C(/C=C/c2ccccc2)CCN(C)C1
16: COC(=O)CC1(Cc2ccccc2)C(=O)NC(=O)NC1=O
Assay by compound,9,10,11,12,13,14,15,16
PostGolgi yeast,-4,8,3,3,-3,-3,-3,2
E coli WT exp,-1,9,4,2,9,-3,12,-3
CYP2C9 inhib,29,8,8,-13,10,13,19,-12
CYP2C19 act,0.9,1,1,1.2,0.8,0.3,0.9,1.1
Pyk2 oligo antag,-0.11,0.06,0.75,.,-0.26,-0.29,-0.41,-1.2
CYP2C19 inh,6,3,0,-16,25,67*,9,-11
EphB4 antag,2,-2,2,-6,3,5,-10,1
CYP2C9 act,0.7,0.9,0.9,1.1,0.9,0.9,0.8,1.1
PLAP act,1,1.2,1.1,1,0.9,0.8,1,1

Complete entries, looked up by structure. Order of screens: PostGolgi yeast, E coli WT exp, CYP2C9 inhib, CYP2C19 act, Pyk2 oligo antag, CYP2C19 inh, EphB4 antag, CYP2C9 act, PLAP act
Entry for O=c1c2ccccc2nc(N2CCCC2)n1-c1ccc(Cl)cc1 → -3, -3, 13, 0.3, -0.29, 67*, 5, 0.9, 0.8
Entry for CCCCNC(=O)Nc1ccc(C(O)(C(=O)OCC)C(F)(F)F)cc1 (stereo not drawn) → -4, -1, 29, 0.9, -0.11, 6, 2, 0.7, 1
Entry for COC(=O)CC1(Cc2ccccc2)C(=O)NC(=O)NC1=O → 2, -3, -12, 1.1, -1.2, -11, 1, 1.1, 1
Entry for Clc1ccc(C2N3CCCN23)c(Cl)c1 (stereo not drawn) → 3, 4, 8, 1, 0.75, 0, 2, 0.9, 1.1
Entry for c1ccc(C(OCCN2CCNCC2)c2ccccc2)cc1 → -3, 9, 10, 0.8, -0.26, 25, 3, 0.9, 0.9

The results go on:
17: COc1ccc(C2SCC(=O)Nc3c2c(C)nn3C2CCOC(C)(C)C2)cc1OC (stereo not drawn)
18: CC(=O)Nc1cc(C(=O)N2CCC3(CC2)OCCO3)ccc1S(=O)(=O)c1ccc(C)cc1
19: Cc1cccc(N=Cc2c(O)n(-c3ccccc3C)c(=O)[nH]c2=O)c1
20: CCCCCCOC(=O)c1ccccc1N
21: CCOC(=O)C1SC2(C(F)F)CC1(O)c1c(c(OC)c3occc3c1OC)O2 (stereo not drawn)
22: O=C1C2CCCN2C(c2ccccc2)N1c1ccccn1 (stereo not drawn)
23: CCN1CCN(Cc2cc(Br)cc(OC)c2O)CC1
24: CCOC(=O)c1c(C)c(P(=S)(N2CCOCC2)N2CCOCC2)n(C)c1C
Assay by compound,17,18,19,20,21,22,23,24
PostGolgi yeast,0,1,6,24,7,-5,5,-6
E coli WT exp,2,5,3,3,-3,5,1,2
CYP2C9 inhib,21,-4,21,-9,97*,8,5,5
CYP2C19 act,1,0.9,0.9,1.1,0,1,0.7,0.9
Pyk2 oligo antag,0.03,1.6,0.92,0.52,-1.2,-0.18,0.35,0.1
CYP2C19 inh,4,7,14,-7,100*,-2,34,7
EphB4 antag,5,3,2,.,-1,-8,4,5
CYP2C9 act,0.8,1,0.8,1.1,0,0.9,0.9,1
PLAP act,1.3,1.1,1.2,1.1,1.4,0.9,1.1,1.6

25: O=C1CN=C(c2ccc(Br)cc2)c2oc3ccccc3c2N1
26: O=C(c1cccs1)N1C2CCC1CC(O)(c1cccnc1)C2 (stereo not drawn)
27: Cc1cccc(C(=O)Nc2ccc(Cl)cc2C(=O)c2ccccc2)c1
28: Cc1cc(OCc2nn[nH]n2)c2c3c(c(=O)oc2c1)CCC3
29: N#Cc1ccccc1Cn1cc(C(=O)C2CC2)c2ccccc21
30: CCC(=NCc1ccco1)c1c(O)n(-c2ccc(OC)cc2)c(=O)[nH]c1=O
31: COCCn1cc(C(=O)N2CCC3(CC2)OCCO3)c2c3ccccc3n(C)c2c1=O
32: CC1CN=C(NCc2ccncc2)S1 (stereo not drawn)
Assay by compound,25,26,27,28,29,30,31,32
PostGolgi yeast,-1,-3,8,2,-7,0,-3,-1
E coli WT exp,-15,-2,-1,-6,-9,-2,-2,-3
CYP2C9 inhib,2,33,31,44,17,8,-4,7
CYP2C19 act,0.8,0.9,0.6,1.1,0.7,0.9,1.1,0.9
Pyk2 oligo antag,0.75,0.32,-1.4,-0.02,-0.53,1.3,-0.17,-0.55
CYP2C19 inh,17,10,38,-5,31,11,-7,9
EphB4 antag,6,8,2,4,2,-5,-3,-7
CYP2C9 act,1,0.7,0.7,0.6,0.8,0.9,1,0.9
PLAP act,0.9,0.9,1.3,1,0.8,0.9,1.5,1

Sorted by number of heavy atoms (rising): some entries from above
28: Cc1cc(OCc2nn[nH]n2)c2c3c(c(=O)oc2c1)CCC3
29: N#Cc1ccccc1Cn1cc(C(=O)C2CC2)c2ccccc21
27: Cc1cccc(C(=O)Nc2ccc(Cl)cc2C(=O)c2ccccc2)c1
30: CCC(=NCc1ccco1)c1c(O)n(-c2ccc(OC)cc2)c(=O)[nH]c1=O
Assay by compound,28,29,27,30
PostGolgi yeast,2,-7,8,0
E coli WT exp,-6,-9,-1,-2
CYP2C9 inhib,44,17,31,8
CYP2C19 act,1.1,0.7,0.6,0.9
Pyk2 oligo antag,-0.02,-0.53,-1.4,1.3
CYP2C19 inh,-5,31,38,11
EphB4 antag,4,2,2,-5
CYP2C9 act,0.6,0.8,0.7,0.9
PLAP act,1,0.8,1.3,0.9

The listing continues:
33: CC(Cc1ccccc1Sc1ccccc1O)N(C)C (stereo not drawn)
34: CCc1c(C)nc(N)nc1N1N=C1SCC(N)=O
35: CC(=O)Nc1ccccc1OP1(=O)COc2ccccc2OC1
36: Cn1c(O)c(/C=N/c2ncccn2)c(=O)n(C)c1=O
37: CNCC(O)c1cccc(OC(=O)c2ccccc2C)c1 (stereo not drawn)
38: O=C1NC(=S)N(c2ccc(Cl)cc2)C(=O)/C1=C/N1CCN(C(=O)c2ccco2)CC1
Assay by compound,33,34,35,36,37,38
PostGolgi yeast,-2,-6,1,7,1,3
E coli WT exp,6,7,5,-2,2,-8
CYP2C9 inhib,21,-20,-1,4,-10,-1
CYP2C19 act,0.4,1.2,1,1,1.1,1.1
Pyk2 oligo antag,0.1,0.24,-0.11,0.21,0.51,0.43
CYP2C19 inh,61*,-18,2,-1,-9,-11
EphB4 antag,-3,5,0,1,0,-2
CYP2C9 act,0.8,1.2,1,1,1.1,1
PLAP act,1.2,0.8,1,0.9,0.9,1.2

High-throughput results as filed in PubChem.
